NRP1-CendR mod – modulators of CendR peptide binding to NRP-1, primary screen, biochemical, fluorescence polarization, uHTS | Neuropilin-1 (Homo sapiens), O14786 | FAM-RPARPAR peptide binding to NRP-1 | inhibition, % at 25 µM | 360,000 tested, 0.85% active;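 active = inhibition or corrected inhibition above about 18%, plus a signal ratio from 0.5 to 1.5, limit read from the data, passing the limit was not always enough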; also: strong numbers were not always called active
SUMO1 PPI mod – modulators of SUMO1 protein-protein interactions, primary screen, biochemical, uHTS | inhibition, % at 20 µM | 360,000 tested, 0.33% active | Small ubiquitin-related modifier 1 (Homo sapiens), P63165 | SUMO1 binding to a labelled peptide, TR-FRET, 1 h | AID 602429, 2012; in the data active = inhibition above about 37%
Target sequence (P63165 whole entry, looked up): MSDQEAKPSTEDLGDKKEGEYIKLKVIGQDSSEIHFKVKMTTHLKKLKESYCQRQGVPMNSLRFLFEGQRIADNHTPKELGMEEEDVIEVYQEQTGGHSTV
MsrA inhibitor – bovine MsrA enzyme inhibitors, primary screen, biochemical, absorbance, HTS; Methionine sulfoxide reductase A (Bos taurus); purified bovine MsrA, absorbance read-out; 360,000 tested, 0.75% active; inhibition, % at 15.5 µM; AID 651718, 2012; in the data active = inhibition above about 4.5%;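 also: 0% = vehicle wells with enzyme and 100% = reference inhibitor wells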
bovine MsrA act – bovine MsrA enzyme activators, primary screen, biochemical, absorbance, HTS | Methionine sulfoxide reductase A (Bos taurus) | purified bovine MsrA, absorbance read-out | activation, % at 10.6 µM | 360,000 tested, 0.3% active; in the data active = activation above about 7.5%;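 also: 0% = vehicle and 100% = reference activator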
Scp1 inh – Scp-1 phosphatase inhibitors, primary screen, biochemical, colorimetric, uHTS; Carboxy-terminal domain RNA polymerase II polypeptide A small phosphatase 1 (Homo …; Recombinant Scp1, phosphopeptide, malachite green phosphate absorbance; inhibition, % at 20 µM; 340,000 tested, 0.88% active;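 active = inhibition above about 50% at 20 µM, limit read from the data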;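 also: plate controls were DMSO wells with enzyme for no effect and wells lacking enzyme for full effect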
Target sequence (Q9GZU7 76-261 limits assumed): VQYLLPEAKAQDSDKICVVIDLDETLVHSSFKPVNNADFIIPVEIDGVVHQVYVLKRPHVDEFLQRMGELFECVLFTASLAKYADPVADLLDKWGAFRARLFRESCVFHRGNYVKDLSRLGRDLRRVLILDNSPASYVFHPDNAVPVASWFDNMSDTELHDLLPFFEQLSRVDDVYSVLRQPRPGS
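Test system: SCP-1 phosphatase catalytic domain, residues 76-261 | Compound dosing: One concentration, 20 µM, with 1.0% DMSO | Schedule: 45 min room-temperature reaction, 5 min colour, 30 min stabiliser | Detection: Absorbance at 630 nm | Read-out basis: % inhibition of SCP-1 phosphate liberation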
STEP inh – STEP phosphatase inhibitors, primary screen, biochemical, fluorescence intensity, uHTS; Tyrosine-protein phosphatase non-receptor type 5 (Homo sapiens), P54829; recombinant STEP, OMFP fluorogenic substrate; inhibition, % at 20 µM; 360,000 tested, 0.25% active;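 active = inhibition at 20 µM, scaled per plate between control wells, above about 37%, limit read from the data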;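 also: 0% = DMSO with enzyme and substrate and 100% = substrate only without enzyme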
Target sequence (P54829 whole entry, looked up): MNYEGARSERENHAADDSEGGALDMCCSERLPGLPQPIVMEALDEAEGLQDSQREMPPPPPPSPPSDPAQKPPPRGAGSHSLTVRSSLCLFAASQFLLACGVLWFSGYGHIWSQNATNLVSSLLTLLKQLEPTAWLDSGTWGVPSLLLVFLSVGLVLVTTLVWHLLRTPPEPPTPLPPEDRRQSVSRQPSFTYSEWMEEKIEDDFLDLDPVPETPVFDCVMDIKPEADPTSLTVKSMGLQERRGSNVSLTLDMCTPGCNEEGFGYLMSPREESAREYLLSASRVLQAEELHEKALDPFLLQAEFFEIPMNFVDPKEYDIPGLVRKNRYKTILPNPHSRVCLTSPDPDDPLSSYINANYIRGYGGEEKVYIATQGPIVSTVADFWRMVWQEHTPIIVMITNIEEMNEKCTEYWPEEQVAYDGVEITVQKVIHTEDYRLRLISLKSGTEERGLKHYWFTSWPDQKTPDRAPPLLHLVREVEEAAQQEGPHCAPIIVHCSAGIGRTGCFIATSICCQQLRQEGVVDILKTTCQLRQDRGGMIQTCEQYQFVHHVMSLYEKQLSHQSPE
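System: STEP (striatal-enriched tyrosine phosphatase) enzyme, cell-free; medium: Bis-Tris pH 6.0 buffer with DTT, detergent; dosing: 20 µM, 1% DMSO; times: reaction 20 min, ambient temperature; detection: fluorescence, 480/540 nm; read-out basis: normalized % inhibition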
eLon inh – inhibitors of E. coli Lon protease, primary screen, biochemical, fluorescence polarization; P0A9M0; purified E. coli Lon protease; inhibition, % at 7.94 µM; 360,000 tested, 0.42% active; in the data active = inhibition above about 13%, passing the limit was not always enough;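 also: 0% = enzyme with probe and DMSO and 100% = no enzyme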
LMPTP block – LMPTP phosphatase inhibitors, primary screen, biochemical, fluorescence intensity, uHTS | Low molecular weight phosphotyrosine protein phosphatase (Homo sapiens), P24666 | recombinant LMPTP-A, OMFP fluorogenic substrate | inhibition, % at 20 µM | 360,000 tested, 0.22% active | AID 651560, 2012;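 active = compounds that cut the enzyme signal by at least half of the control window in the single-dose screen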;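 also: plate controls were DMSO wells with enzyme plus substrate for no effect and substrate without enzyme for full effect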
Target sequence (P24666 whole entry, looked up): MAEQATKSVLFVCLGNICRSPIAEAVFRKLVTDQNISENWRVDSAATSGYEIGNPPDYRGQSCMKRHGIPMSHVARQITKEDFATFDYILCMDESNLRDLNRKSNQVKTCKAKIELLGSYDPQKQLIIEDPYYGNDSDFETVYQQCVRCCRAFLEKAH
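material = LMPTP-A | quantity = 0.625 nM enzyme | reagent = OMFP substrate, 400 µM final | buffer or medium = Bis-Tris pH 6.0, DTT, detergent | detection = endpoint fluorescence intensity from OMFP dephosphorylation | dosing = single 20 µM dose | read-out basis = % inhibition relative to no-enzyme and uninhibited control wells | control set = no-enzyme and uninhibited controls | timing = 50 min at room temperature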
TbMetRS inhib – T. brucei MetRS inhibitors, primary screen, biochemical, luminescence. inhibition, % at 11.9 µM. AID 624268, 2012. 360,000 tested, 0.4% active. purified T. brucei MetRS, ATP depletion, Kinase-Glo luminescence. methionyl-tRNA synthetase (Trypanosoma brucei brucei);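 active = inhibition above a per-plate cutoff of the control wells' mean inhibition plus 3 SD, cut at about 5.5% in these data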;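 also: 0% = DMSO wells median and 100% = median of wells with control inhibitor compound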
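Dosing: 11.9 µM compound single dose, 0.9% DMSO; Assay system: purified T. brucei MetRS enzyme; Measured by: Kinase-Glo luciferase luminescence reporting remaining unconsumed ATP; Schedule: 15 min plus 2 h at 25 °C.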
DNMT1 block – human DNMT1 methyltransferase inhibitors, primary screen, biochemical, molecular beacon, fluorescence, HinP1I cleavage, uHTS. DNA (cytosine-5)-methyltransferase 1 (Homo sapiens), P26358. inhibition (reported as % activation of signal), % at 10 µM. 360,000 tested, 0.83% active. AID 588458, 2011; in the data active = inhibition above about 50%
* marks the source's active call; other numbers are inactive results; · = not tested or not shown.

Structure	NRP1-CendR mod	SUMO1 PPI mod	MsrA inhibitor	bovine MsrA act	Scp1 inh	STEP inh	eLon inh	LMPTP block	TbMetRS inhib	DNMT1 block
Cc1cccc(OC(=O)CN2C(=O)C3C4CCC(C4)C3C2=O)c1C (stereo unspecified)	-10.6	-1.9	0.2	-3.1	-6.5	1.8	-8.5	-0.7	-1.2	-0.1
Nc1nnc(SCC(=O)c2ccccc2)s1	1.4	0.8	0.7	-1.6	13.8	5.1	-8.9	-0.5	-0.3	-0.1
CCCCCNC(=O)C(c1ccncc1)n1c(=O)c(-c2ccco2)nc2ccccc21 (stereo unspecified)	-3.5	-8.5	2.8	·	·	·	·	4.2	-0.7	·
Cc1ccc(C2CN(C)C3(C(=O)Nc4ccccc43)C23COc2ccccc2C3=O)cc1 (stereo unspecified)	40.3*	-4.7	1.8	-7.4	-3.8	0.0	-0.3	3.2	-1.6	-6.7
CCOC(=O)c1c(N)n(C2CC(C)(C)NC(C)(C)C2)c2nc3ccccc3nc12	3.7	-10.3	·	-2.1	-5.5	0.1	-9.3	2.9	-0.3	28.7
CC(C)C1C(=O)N(Cc2cn(Cc3ccco3)nn2)CCS(=O)(=O)N1Cc1ccc(-c2ccc(Cl)cc2)cc1 (stereo unspecified)	-12.7	8.3	-0.5	-2.0	·	-1.4	-2.9	5.8	-0.8	-25.1
O=C1NC2(CCCC2)N=C1c1ccc(F)cc1	12.7	1.4	0.8	-5.2	3.8	-1.6	-6.0	-0.1	-0.3	1.3
O=C(CNCc1ccccc1)Nc1ccc(F)cc1	-14.8	3.2	0.1	3.5	-19.9	1.7	-8.8	0.0	-0.7	0.6
O=C(COc1ccc(Cl)cc1)NNC(=O)c1ccncc1	-1.2	-1.2	1.0	-6.8	1.5	0.7	4.2	1.2	-0.3	2.4
Cc1cccc(NC(=S)Nn2cnnc2)c1C	-106.5	-4.8	2.9	-1.8	-6.5	-0.1	1.1	2.0	0.3	-2.5

The last 2 compounds of the section above lead into the next:
Structure	NRP1-CendR mod	SUMO1 PPI mod	MsrA inhibitor	bovine MsrA act	Scp1 inh	STEP inh	eLon inh	LMPTP block	TbMetRS inhib	DNMT1 block
O=C(COc1ccc(Cl)cc1)NNC(=O)c1ccncc1	-1.2	-1.2	1.0	-6.8	1.5	0.7	4.2	1.2	-0.3	2.4
Cc1cccc(NC(=S)Nn2cnnc2)c1C	-106.5	-4.8	2.9	-1.8	-6.5	-0.1	1.1	2.0	0.3	-2.5
Cc1cccc(C(=O)Oc2csc(=S)n2C(=O)c2cccc(C)c2)c1	2.4	-22.0	0.5	-3.6	-7.2	4.5	9.8	5.5	0.0	-4.0
CC1CCN(c2nc3ccccc3nc2C(C#N)C(=O)OC2CCCCC2)CC1 (stereo unspecified)	26.5	6.5	·	-2.5	-6.5	6.8	-2.9	5.7	0.0	4.1
COc1ccc(OC)c(C2=NS(=O)(=O)N(C)C(C(=O)N3CCC4(CC3)OCCO4)=C2)c1	-1.6	-18.8	2.8	-3.1	-11.0	0.6	2.6	-0.4	-0.3	-0.9
Cn1ccnc1SCC(=O)Nc1ccc(Cl)cn1	18.3*	-0.2	-0.5	-1.8	-3.7	-2.8	-8.8	-0.7	-0.8	1.5
CC(=O)c1cccc(NC(=O)CN(c2ccccc2F)S(C)(=O)=O)c1	10.1	-1.9	0.3	0.0	-15.2	2.5	-9.8	-0.8	-1.0	-1.1
O=C(Nc1nc2ccccc2n1CCOc1ccc(Cl)cc1)c1ccco1	4.8	0.9	1.5	-4.5	-9.2	-0.4	-17.6	2.6	0.1	-3.4
O=C1NC[C@@H](CCCCN2C[C@H](Cc3ccc(O)cc3)N(CCc3ccccc3)C(=O)C2=O)N(CCc2ccc(O)cc2)C1=O	2.4	8.3	-1.0	-4.2	·	·	-2.3	9.2	-0.8	·
COc1ccc(N(CC2CO2)S(=O)(=O)c2ccc(C)cc2)cc1 (stereo unspecified)	4.5	0.7	-1.4	-1.2	-8.5	-3.4	-0.7	0.7	0.3	4.5
O=C(Nc1nnc(SCC(=O)N2CCCC2)s1)C1CC(=O)N(c2ccccc2)C1 (stereo unspecified)	23.3	0.1	0.1	-2.3	-9.5	1.7	4.0	-0.2	-0.2	0.3
COc1cc2c(cc1NC(C)=O)CCCC2	-0.4	-1.9	-0.9	-3.7	0.5	-2.1	9.4	0.3	-1.0	4.3

Next entries
Structure	NRP1-CendR mod	SUMO1 PPI mod	MsrA inhibitor	bovine MsrA act	Scp1 inh	STEP inh	eLon inh	LMPTP block	TbMetRS inhib	DNMT1 block
CCCC1C(c2ccccc2)C(C#N)(C#N)C2(C#N)CC1(N)NC2=O (stereo unspecified)	-0.6	-0.2	-0.5	0.1	11.5	4.9	0.2	0.4	-0.6	1.1
Cc1cccc(C2=N/C(=C\c3cccs3)C(=O)O2)c1	-9.4	-1.8	0.1	0.3	-9.4	-0.1	-10.3	0.0	0.6	3.3
O/N=C1\CCCc2ccc3ccccc3c21	7.6	-3.1	0.8	-12.2	-10.8	-4.1	20.5	-1.4	-0.8	4.2
COc1cc(C(=O)Nc2nc(N)n(-c3ccccc3)n2)cc(OC)c1OC	12.6	4.8	0.6	-1.4	-5.2	2.5	-7.4	-0.4	0.5	1.0
O=C(CCc1nc2ccccc2s1)OCC(=O)c1ccc[nH]1	-5.3	-2.3	-1.1	-1.6	-11.7	-0.5	-1.2	-0.6	2.5	-2.4
CCOc1ccc(-c2nnn(CC(=O)c3ccc4c(c3)OCCO4)n2)cc1	-5.6	-2.6	1.2	-0.8	-9.5	0.9	-7.5	2.4	-1.3	-5.3
Clc1ccc(NCc2nncn2-c2ccccc2)cc1	7.3	-2.7	-0.3	-9.5	7.0	-1.9	-10.8	0.5	-1.6	0.9
O=c1[nH]c(Cc2cccc(C(F)(F)F)c2)nc2ccccc12	-19.2	-0.9	-0.1	-9.9	11.4	-2.5	3.4	-1.4	51.1*	0.6
CCOCCCNC(=O)c1ccc(OC(C)=O)cc1	0.3	-3.1	-0.6	-3.1	-9.5	-5.4	-14.2	-2.3	-0.4	0.2
CCCCn1c(N)c(N(CC(C)C)C(=O)c2ccc(N3C(=O)CCC3=O)cc2)c(=O)[nH]c1=O	2.0	-4.3	-0.5	-7.9	-0.8	3.5	2.9	-0.8	-0.1	-0.1

Next structures.
Structure	NRP1-CendR mod	SUMO1 PPI mod	MsrA inhibitor	bovine MsrA act	Scp1 inh	STEP inh	eLon inh	LMPTP block	TbMetRS inhib	DNMT1 block
CCCC(=O)Nc1ccc(-c2csc(NNC(C)=O)n2)cc1	-9.1	-8.0	-0.8	-7.5	0.9	0.1	1.7	0.6	-0.5	-5.7
CCCCC(Sc1nc(N)c(NC(=O)c2ccc(OC)cc2)c(=O)[nH]1)C(=O)O (stereo unspecified)	2.2	3.6	0.4	-3.7	-1.2	-0.7	5.7	-0.9	-1.0	-1.2
CC(C)N(Cc1ccccc1)C(=O)CN1c2cccc3cccc(c23)S1(=O)=O	7.4	-8.3	1.7	-2.2	-10.7	1.0	6.5	1.2	-0.1	-7.3
C[C@H](CO)N1C[C@H](C)[C@@H](CN(C)Cc2ccc(Cl)c(Cl)c2)Oc2c(NS(=O)(=O)c3ccc(F)cc3)cccc2C1=O	7.0	4.9	-0.6	1.9	-2.3	-1.3	1.8	-0.1	-0.4	-11.5
CCN(CC)c1ccc2cc(C(=O)O)c(=O)oc2c1	-4.1	-25.1	2.6	-12.1	-3.5	-2.6	-24.6	-0.6	-1.1	3.0
O=C1c2ccccc2C2(c3ccccc3)NCCCN12 (stereo unspecified)	-5.0	4.1	0.8	-3.4	-7.7	-0.7	9.7	0.3	-0.1	1.9
O=C(CSc1nc(O)c(C(c2ccccc2)c2ccccc2)c(=O)[nH]1)N1CCOCC1	-7.6	4.0	-2.1	-8.3	0.4	-1.1	6.8	-1.2	-0.5	3.9
COc1ccc(CN2C(=O)C(CC(=O)NCCCCc3ccccc3)CC(C(=O)N(C(C)C)C(C)C)=C2C)cc1 (stereo unspecified)	-2.8	-1.3	0.5	1.0	·	-1.8	8.2	-0.1	1.7	-8.7
O=C(NCC1CCCO1)C(c1ccccn1)N(Cc1ccccc1Cl)C(=O)CN1C(=O)c2ccccc2S1(=O)=O (stereo unspecified)	0.2	5.1	-0.1	-0.2	-10.7	1.8	-0.4	-0.4	0.0	1.2
COc1ccc(N2CC(C(=O)O)CC2=O)cc1 (stereo unspecified)	3.4	-4.2	0.6	-1.1	-4.5	0.8	-1.8	-0.9	-0.3	1.9

Remaining list, next part.
Structure	NRP1-CendR mod	SUMO1 PPI mod	MsrA inhibitor	bovine MsrA act	Scp1 inh	STEP inh	eLon inh	LMPTP block	TbMetRS inhib	DNMT1 block
COCCNC(=O)/C(C#N)=C/c1ccccc1Br	-5.5	-3.3	1.1	-3.7	3.5	-1.6	3.6	0.5	-0.7	-2.4
CCCN(CCC)C(C(=O)Nc1cccc(OC)c1)c1ccccc1 (stereo unspecified)	2.5	1.2	1.1	-2.3	-14.9	-1.9	5.0	-0.1	-0.9	-1.6
COc1ccc(C2(C)NC(=O)N(CC3CCCCC3)C2=O)cc1 (stereo unspecified)	0.0	-1.0	-0.7	-3.9	-7.4	-1.4	-3.7	-0.3	-0.6	-2.2
CC(C(=O)NC1=NCCS1)N1C(=O)c2ccccc2C1=O (stereo unspecified)	-10.5	-3.2	0.2	-3.0	-6.6	-1.1	3.7	4.0	-0.2	-1.5
COc1ccc(SCC(=O)c2cc(C)c(OC(=S)N(C)C)c(C)c2)cc1	-2.1	2.4	0.5	-3.1	-12.9	0.2	-3.9	3.0	0.7	-10.8
COc1ccc(CN(C)c2ccc(S(=O)(=O)N3CCN(C)CC3)cc2[N+](=O)[O-])cc1OC	16.0	-27.4	0.4	0.5	-3.9	1.6	-2.4	0.7	-0.3	-1.4
COC(=O)Cn1c(=NC(=O)c2ccc(Cl)s2)sc2cc(F)ccc21	3.5	1.6	0.1	-13.4	3.7	-2.4	-13.1	-1.1	-1.4	16.1
O=C(Nc1ccccc1)C1=C[C@H](c2coc3ccccc3c2=O)C[C@H](OCCCCO)O1	1.0	-0.8	0.6	-2.1	-8.5	2.2	-6.2	1.6	0.0	-2.4

Screens deposited in PubChem by several laboratories.
